HT1080 IDH1KD tx: qHTS for induction of synthetic lethality in tumor cells producing 2HG: qHTS for the HT-1080-IDH1KD cell line. HT-1080 IDH1 knockdown viability, ATP luminescence, 48 h. 360,000 compounds, 2% hits. Potency, µM (highest dose often 46.1 µM), for the others: at the top dose activity, negative = toxicity, hits mostly cytotoxic. AID 686971, 2013;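 note: potency is the fitted concentration of half-maximal effect; 0% = DMSO wells and -100% = cell-free medium wells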
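Viability of IDH1-knockdown HT-1080 fibrosarcoma cells was assessed by CellTiter-Glo after 48 h at 37 °C with titrated compound; concentration-effect curves were classified by fit quality and response size.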
WRN inhibitor: qHTS for Inhibitors of WRN Helicase; Bifunctional 3'-5' exonuclease/ATP-dependent helicase WRN (Homo sapiens), Q14191; WRN helicase unwinding, fluorescent forked duplex, kinetic; Potency, µM (highest dose often 114 µM), inactives show top-dose activity change, negative = inhibition, hits mostly inhibitors; 360,000 compounds, 0.46% hits; AID 651768, 2012; note: potency is the fitted concentration of half-maximal effect; % is set by controls: 0 for no effect and ±100 for the full control effect; nearly all actives have a fitted effect of over 55% in size
Target sequence (Q14191 whole entry, looked up): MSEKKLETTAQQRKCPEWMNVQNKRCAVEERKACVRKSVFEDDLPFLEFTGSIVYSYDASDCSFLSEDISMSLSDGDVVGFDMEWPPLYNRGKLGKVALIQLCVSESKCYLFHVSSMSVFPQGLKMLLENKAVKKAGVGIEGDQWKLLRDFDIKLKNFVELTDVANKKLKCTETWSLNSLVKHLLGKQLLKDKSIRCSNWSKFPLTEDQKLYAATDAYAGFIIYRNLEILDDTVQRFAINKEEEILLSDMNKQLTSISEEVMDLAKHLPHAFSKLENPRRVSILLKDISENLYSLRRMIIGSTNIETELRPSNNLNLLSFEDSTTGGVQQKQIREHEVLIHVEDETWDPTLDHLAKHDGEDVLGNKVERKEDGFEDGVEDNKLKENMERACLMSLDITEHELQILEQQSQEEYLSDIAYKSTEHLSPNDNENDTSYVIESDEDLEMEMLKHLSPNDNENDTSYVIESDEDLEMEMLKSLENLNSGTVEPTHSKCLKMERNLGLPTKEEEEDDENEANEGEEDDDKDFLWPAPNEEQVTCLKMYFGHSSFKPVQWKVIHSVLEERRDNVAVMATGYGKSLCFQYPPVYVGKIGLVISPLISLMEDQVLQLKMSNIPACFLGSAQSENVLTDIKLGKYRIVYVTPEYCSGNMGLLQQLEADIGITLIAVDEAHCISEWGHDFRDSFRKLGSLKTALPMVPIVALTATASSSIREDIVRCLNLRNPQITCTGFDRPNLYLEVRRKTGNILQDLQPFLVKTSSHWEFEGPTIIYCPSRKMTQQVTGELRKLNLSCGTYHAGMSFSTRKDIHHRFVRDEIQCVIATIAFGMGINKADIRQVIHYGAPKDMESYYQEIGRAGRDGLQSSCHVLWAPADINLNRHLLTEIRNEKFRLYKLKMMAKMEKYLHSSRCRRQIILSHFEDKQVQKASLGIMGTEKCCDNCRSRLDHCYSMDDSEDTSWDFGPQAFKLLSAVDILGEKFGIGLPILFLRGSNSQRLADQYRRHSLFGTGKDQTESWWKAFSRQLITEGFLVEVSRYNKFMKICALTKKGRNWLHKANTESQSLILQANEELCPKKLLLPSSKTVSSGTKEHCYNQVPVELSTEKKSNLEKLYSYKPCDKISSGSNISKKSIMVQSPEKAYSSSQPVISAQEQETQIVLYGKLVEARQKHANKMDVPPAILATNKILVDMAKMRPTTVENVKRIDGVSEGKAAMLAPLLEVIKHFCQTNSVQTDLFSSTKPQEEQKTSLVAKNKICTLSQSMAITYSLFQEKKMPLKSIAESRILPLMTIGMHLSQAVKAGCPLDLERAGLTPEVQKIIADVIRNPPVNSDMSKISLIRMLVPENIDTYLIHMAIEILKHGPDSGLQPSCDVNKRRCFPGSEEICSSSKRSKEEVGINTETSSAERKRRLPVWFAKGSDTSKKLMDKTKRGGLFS
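WRN at 20 nM final preincubated with compound 15 min at room temperature; reaction started with 100 nM fluorophore/quencher forked duplex oligonucleotide and 2 mM ATP final. Unwinding followed kinetically by red fluorescence (ex 525, em 598 nm).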
SW480 rerep: A quantitative high throughput screen for small molecules that induce DNA re-replication in SW480 colon adenocarcinoma cells; 340,000 compounds, 1.8% hits; SW480 DNA re-replication, Hoechst DNA content imaging, 48 h; Potency, µM (top dose mostly 46.1 µM), inactives show at the top dose re-replication activation, actives largely listed as activators; note: potency is the fitted concentration of half-maximal effect; % of control where 0% means no effect; nearly all actives have a fitted effect of over 55% in size
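SW480 cells exposed to compounds for 48 hr at 37 C, 5% CO2, then Hoechst-stained 40 min. Nuclear DNA content imaged by fluorescence scanning (405 nm excitation, 500-530 nm emission); re-replication scored as increased high-intensity nuclei.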
IL1B secr inh: qHTS for Inhibitors of Inflammasome Signaling: IL-1-beta AlphaLISA Primary Screen | activity change, % at 57.5 µM | THP-1 LPS/ATP IL-1B secretion, AlphaLISA, 16 h; hits give low values | 360,000 compounds, 4.7% hits; in the data active = activity change below about -50%; inconclusive = mostly about -30% to -49%; note: % is set by controls: 0 for no effect and ±100 for the full control effect
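Secreted IL-1B measured by AlphaLISA bead assay after 16 h compound exposure of THP-1 cells; compounds (final up to 57.5 uM) added 1 h before LPS (250 ng/mL) and ATP (1.25 mM) stimulation; lower signal means less secretion.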
KB-3-1 cytotox: qHTS assay for MDR1-selective chemotherapeutics: Primary screen using the parental adenocarcinoma cell KB-3-1. Potency, µM (doses to about 46.1 µM), for the others: top-dose activity change, negative = cytotoxic, actives largely listed as cytotoxic. AID 1347075, 2019. KB-3-1 viability, CellTiter-Glo ATP luminescence, 72 h. 400,000 compounds, 1.4% hits; note: potency is the fitted concentration of half-maximal effect; % is set by controls: 0 for no effect and ±100 for the full control effect; nearly all actives have a fitted effect of over 60% in size
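KB-3-1 parental drug-naive adenocarcinoma cells in DMEM/10% FBS, incubated 72 h at 37 C with pin-transferred compounds across a concentration series. Viability by CellTiter-Glo luminescence; concentration-response curves fitted after normalization.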
HT1080NT lethal: qHTS for induction of synthetic lethality in tumor cells producing 2HG: qHTS for the HT-1080-NT fibrosarcoma cell line | HT-1080-NT fibrosarcoma viability, CellTiter-Glo ATP luminescence, 48 h | Potency, µM (highest dose often 46.1 µM), for inactives: top-dose activity, negative = less viability, usual class: cytotoxic | 360,000 compounds, 1.6% hits;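 note: NT is the 2HG producing partner of a matched IDH1 knockdown line; potency is the fitted concentration of half-maximal effect; 0% = DMSO-treated cells and -100% = media-only wells without cells; nearly all actives have a fitted effect of over 55% in size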
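Viability of the 2HG-overproducing fibrosarcoma line after 48 hours of compound exposure at 37 degrees C was determined by luminescence with CellTiter-Glo, and concentration-effect curves were then fitted and categorized.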
KB-V1 cytotox: qHTS assay for MDR1-selective chemotherapeutics: Primary screen using the drug-selected MDR subline cells KB-V1 | KB-V1 MDR cells viability, CellTiter-Glo, 72 h | Potency, µM (titrated, usually from 46.1 µM), for inactives: at the top dose activity change, negative = cytotoxicity, actives largely listed as cytotoxic | 400,000 compounds, 3.4% hits | AID 1347076, 2019; note: potency is the fitted concentration of half-maximal effect; % is set by controls: 0 for no effect and ±100 for the full control effect; nearly all actives have a fitted effect of over 60% in size
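Potencies derive from concentration-effect curves fitted to normalized luminescence (CellTiter-Glo) of KB-V1 cells treated for 72 h at 37 degrees C in phenol-red-free DMEM containing 10% FBS.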
MCF10A rerep: A quantitative high throughput screen for small molecules that induce DNA re-replication in MCF 10a normal breast cells. MCF 10A DNA re-replication, Hoechst nuclear intensity, 48 h. Potency, µM (doses to about 46.1 µM), inactives show at the top dose activity, positive = re-replication, most hits filed as activators. 350,000 compounds, 2.9% hits; note: potency is the fitted concentration of half-maximal effect; % of control where 0% means no effect; nearly all actives have a fitted effect of over 50% in size
ATXN2 expr inh: Primary qHTS for Inhibitors of ATXN expression; HEK-293 ATXN2-luciferase reporter, luminescence, 24 h; Potency, µM (top dose mostly 57 µM), for the others: at the highest dose activity change, negative = inhibition, usual class: inhibitors; 360,000 compounds, 0.72% hits; AID 1745845, 2022; note: potency is the fitted concentration of half-maximal effect; % is set by controls: 0 for no effect and ±100 for the full control effect; nearly all actives have a fitted effect of over 55% in size
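qHTS (up to 57 uM final) was run with 24 h compound exposure of reporter cells at 37 °C. Each well was multiplexed: SteadyGlo luminescence measured ATXN2-luciferase expression after a fluorogenic Gly-Phe-AFC viability readout (25 uM final).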
Starred values were filed as active, the others as inactive; ? = inconclusive; / = no result given; ! = repeats disagree; [ ] = remark or other dose. Unless noted, calls come from the whole dose curve; as a rule, active = well fitted curve in the direction sought with a large enough effect; inconclusive = small, poorly fitted or top-dose-only effect, or another doubt; inactive = no such curve, though single readings can be large; an effect the other way counts as inactive or inconclusive. Compounds as they come. About 12% of those tested had a hit in this group.

SMILES	HT1080 IDH1KD tx	WRN inhibitor	SW480 rerep	IL1B secr inh	KB-3-1 cytotox	HT1080NT lethal	KB-V1 cytotox	MCF10A rerep	ATXN2 expr inh
O=C(COC(=O)Cc1ccc(Br)cc1)Nc1ccc(Cl)cn1	7%	-6%	-4%	8	0%	5%	?	-3%	-11%
CCC(C)(C)NC(=O)C1CCCN1C(=O)NC1CCCCC1 (configuration not stated)	4%	-1%	-1%	-1	12%	3%	-2%	18%	-7%
CSCCC(NS(=O)(=O)c1ccc(C)c(C(=O)O)c1)C(=O)O (configuration not stated)	13%	1%[11.6 µM]	12%[1.84 µM]	13	9%	13%	28%	-26%	-18%[2.22 µM]
CC1(C)OC(=O)N(c2cccnc2)C1(C)O (configuration not stated)	-3%	7%	-9%	-5	-4%	-1%	0%	4%	-6%
CC1CCN(C(=O)/C(=C\c2ccccc2F)NC(=O)c2ccccc2)CC1	-4%	-5%	-3%	19	-4%	2%	?	1%	1%
O=C(c1ccco1)N1CCN(C(=O)c2ccc(COc3ccc(F)cc3)o2)CC1	-2%	-8%	-1%	-10	1%	-7%	-30%	-3%	-10%
Cc1ccc(S(=O)(=O)N2CCOCC2)cc1NC(=O)c1cc2c(s1)CCC2	2%	-2%	0%	?	0%	0%	-16%	6%	-2%
Cc1cccc(N(C(=O)CNC(=O)c2ccco2)C(C(=O)NC2CCCCC2)c2cccnc2)c1 (configuration not stated)	-1%	7%	-7%	10	-2%	0%	-15%	-4%	-7%
COc1ccc(CN2C(=O)CS/C2=N/N=C/c2cccs2)cc1	-10%	-18%	?	52	?	-2%	-28%	20%	12%
O=C1CCC(C(=O)N(Cc2cccs2)C2(C(=O)NC3CCCCC3)CCCCC2)N1 (configuration not stated)	-6%	-2%	3%	-4	8%	-8%	-4%	-3%	-9%
CCC1(c2ccc(F)cc2)NC(=O)N(CC(=O)N2CCc3ccccc3C2)C1=O (configuration not stated)	-9%	-2%	7%	-1	-1%	-3%	?	1%	-3%
CC(C)CC1C(=O)N(Cc2cn(CCC3OCCO3)nn2)CCS(=O)(=O)N1Cc1ccc(-c2cccc(N(C)C)c2)cc1 (configuration not stated)	-27%	-4%	/	-18	-27%	?	?	/	?
CC(=O)Nc1ccc2nc(C)n(Cc3ccc(Cl)cc3)c(=O)c2c1	-27%	0%	-36%[inhibitor]	-23	0%	-5%	?	9%	49%[activator]
C=CCSC1=NC(N)=C(C#N)C2(CCCCC2)C1C(N)=O (configuration not stated)	6%	7%	-12%	19	-6%	0%	-4%	1%	-1%
Cc1ccc(-c2nc(CS(=O)CC(=O)NCc3ccccn3)c(C)o2)cc1 (configuration not stated)	4%	2%	-7%	8	7%	-1%	0%	6%	-23%
Cc1cccc(OCC(=O)OCC(=O)NCC2CCCO2)c1C (configuration not stated)	4%	6%	-6%	-11	2%	12%	4%	-6%	/
Cc1cccc(N2CCN(c3cccc(C)c3)C2c2cccnc2)c1	-20%	0%	1%	0	-3%	-9%	-12%	4%	-16%
COCCNC(=S)N1CCC(C(=O)c2ccc(F)cc2)CC1	0%	-6%	-5%	7	-8%	15%	?	-3%	/
CC(C)(C)NC(=O)Nc1ccc(Cn2cc(C(F)(F)F)ccc2=O)cc1	2%	-15%	2%	14	3%	0%	18%	-7%	-1%[11.3 µM]
N#Cc1c2n(c(=S)n(-c3ccccc3[N+](=O)[O-])c1=O)CCCCC2	2%	-3%	-1%	-2	2%	5%	-30%	-1%	-9%
O=C(NC1CCCCC1)C(Cc1ccccc1)N1C(=O)C2C3CCC(C3)C2C1=O (configuration not stated)	0%	-8%	4%	3	-6%	0%	-4%	27%	4%
COc1ccccc1CN(C)C(=O)COC(=O)c1c(C)noc1C	3%	-5%	0%	30	13%	6%	-7%	7%	13%
C1CCC(C23CC4CC(CC(C4)C2)C3)NC1 (configuration not stated)	6%	0%	-2%	-1	1%	8%	-17%	?	2%
O=C(/C=C/c1ccc(S(=O)(=O)N2CCOCC2)cc1)NC(=S)Nc1ccc(Cl)cc1Cl	-13%	-6%[57.1 µM]	?	-90*	-14%	-21%	-8%	16µM*	-16%[11.3 µM]
CN(CC(=O)Nc1ccccc1C(=O)NC1CC1)Cc1cccs1	9%	0%	?	-10	12%	0%	0%	-4%	7%
O=C(N/N=C/c1ccc([N+](=O)[O-])o1)c1ccc(O)cc1	6.5µM*	-18%	?	63	?	5.8µM*	?	?	11µM*!
S=c1[nH]nc(COc2ccccc2)n1/N=C/C(Cl)=C/c1ccccc1	?	-11%[11.6 µM]	?	-91*	-27%	?	1%	?	-18%
C=CCc1ccc(OCCCCCN2CCOCC2)c(OC)c1	0%	1%	5%	0	-15%	0%	11%	17%	-18%
Cc1ccc(S(=O)(=O)NCC(=O)OCC(=O)N2CCc3ccccc32)cc1	-2%	-3%	-20%	19	-5%	-2%	-15%	-16%	-5%
COc1cc(CCN2C(=O)c3cccc4cccc(c34)C2=O)c(S(=O)(=O)N2CCCCCC2)cc1OC	4%	-8%	-5%	-11	0%	14%	?	?	0%
CCCN(CCC)CCNC(=O)Cn1cnc2sc(C)c(S(=O)(=O)N3CCOCC3)c2c1=O	11%	-6%	-4%	13	-4%	3%	0%	?	-1%
N/C(=N\OC(=O)COc1ccccc1)c1ccc(Cl)cc1	15%	1%	10%	-12	4%	22%	-16%	-4%	38%
Cc1ccc2cc(/C=N/NC(=O)c3ccccc3O)c(Cl)nc2c1	3%	50µM*	1%	3	-15%	3%	?	?	4%
COc1ccc(NC(=O)c2cc(-c3cc(C)cc(F)c3)n[nH]2)cc1OC	?	-5%	/	?	?	-16%	1%	/	?
O=C(NCc1ccc(F)cc1)c1cc(S(=O)(=O)N2CCCCC2)c[nH]1	-6%	-2%	-11%	-1	-18%	-1%	-4%	0%	-12%
CC(=O)c1cccc(NC(=S)NC(=O)c2cncc(Br)c2)c1	-1%	-8%	5%	23	?	-7%	?	-1%	/
CN(CC(=O)NCc1ccccc1)Cc1cccc(F)c1	25%	-36%	-2%	12	10%	20%	-4%	3%	-3%
O=C1CN(C(=O)/C=C/c2ccc(Br)cc2)CCN1	8%	5%	-3%	-22	-4%	13%	?	-7%	11%
CCN(C(=O)CSc1nccc(=O)[nH]1)C1CCCCC1	1%	0%	5%	0	0%	-3%	8%	22%	-5%
CCCCCC(=O)Nc1ccc(C(=O)CN2C(=O)NC3(CCCCCC3)C2=O)cc1	-5%	5%	?	95	?	-29%	0%	?	-4%

Reformatted with bars between the fields: 2 of the compounds above
structure | HT1080 IDH1KD tx | WRN inhibitor | SW480 rerep | IL1B secr inh | KB-3-1 cytotox | HT1080NT lethal | KB-V1 cytotox | MCF10A rerep | ATXN2 expr inh
C=CCc1ccc(OCCCCCN2CCOCC2)c(OC)c1 | 0% | 1% | 5% | 0 | -15% | 0% | 11% | 17% | -18%
Cc1ccc(S(=O)(=O)NCC(=O)OCC(=O)N2CCc3ccccc32)cc1 | -2% | -3% | -20% | 19 | -5% | -2% | -15% | -16% | -5%

Later entries.
SMILES	HT1080 IDH1KD tx	WRN inhibitor	SW480 rerep	IL1B secr inh	KB-3-1 cytotox	HT1080NT lethal	KB-V1 cytotox	MCF10A rerep	ATXN2 expr inh
Nc1ccccc1OCP(=O)(c1ccccc1)c1ccccc1	7%	5%	3%	7	5%	14%	?	0%	/
COc1ccc(C(=O)NCC(=O)OCC(=O)N2N=C(c3ccc(Cl)cc3)CC2c2ccco2)cc1OC (configuration not stated)	-1%	-7%	-35%[inhibitor]	-9	0%	-3%	0%	?	/
CC(C)[C@H]1COCCS(=O)(=O)N1Cc1ccccc1-c1ccc(F)cc1	3%	-7%	?	13	?	-12%	?	16%	0%
c1coc(CNc2nc(-c3ccncc3)cs2)c1	-4%	-3%	-5%	-18	-19%	3%	5%	14%	1%
O=C1C=C(C#Cc2ccccc2)C[C@@H](c2ccc(F)cc2)C1	-16%	-7%	/	-85*	?	?	-10%	/	?
CCCC(=O)Nc1sc2c(c1C(=O)OC)C(C(=O)OC)CC2 (configuration not stated)	-2%	-5%	-1%	7	-12%	2%	?	16%	-3%
CCCC(=O)N1CCN(c2nnc(-c3ccc(C)cc3)c3ccccc23)CC1	6%	16%	-7%	-17	-5%	-5%	?	0%	/
CC1(c2ccc(Cl)cc2)NC(=O)N(CC(=O)NC(=O)NCc2ccco2)C1=O (configuration not stated)	?	-15%	0%	-8	5%	-24%	-3%	27%	1%
O=C(C1CCC(CNS(=O)(=O)c2cccc3nsnc23)CC1)N1CC=C(c2ccccc2)CC1 (configuration not stated)	?	-6%	-6%	19	?	-13%	-22%	13%	?
CC1(Cc2c(Cl)cccc2Cl)C(=O)Nc2cc(-c3ccccc3Cl)ccc21 (configuration not stated)	?	-4%	/	13	-8%	?	?	/	-28%
CC(C)=NNc1nc(-c2ccc([N+](=O)[O-])cc2)cs1	?	-3%	-4%	?	1%	-5%	-18%	10%	-15%
CCCN1C2CCCC1CC(NC(=O)c1ccc(OC)cc1)C2 (configuration not stated)	7%	9%	-9%	-11	6%	12%	0%	?	-55%
CCOc1ccc2c(c1)C(NC(C)=O)C(=O)N2CCN1CCOCC1 (configuration not stated)	20%	10%	?	8	3%	18%	12%	0%	/

Source: PubChem (National Center for Advancing Translational Sciences (NCATS))
